# NALP1 yeast inh: blocks the NALP1 inflammasome reconstituted in yeast; inhibition, % at 10 µM; 280,000 compounds, 0.61% hits; S. cerevisiae NALP1/ASC/caspase-1 growth, X-gal OD620, 72 h; in the data active = inhibition mostly above about 24%, no sharp cut-off; inactive = mostly below about 32%; also: some compounds called inactive have numbers as strong as hits
# GalR3 antagonist: antagonists of human GalR3; O60755; HEK293 GalR3-CNG cAMP membrane potential fluorescence; galR3 body fused to GalR1 C-terminus; inhibition, % at 3 µM; 360,000 compounds, 0.44% hits;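 active = inhibition above the screen-wide average plus 3 SD, cut at about 13% in these data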;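 also: forskolin and galanin both at EC90 stimulate the cells; cAMP rise reported by CNG channel membrane potential dye signal; 0% = forskolin plus galanin with DMSO and 100% = forskolin alone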
# MEKK3 PB1 HTS: MEKK3-MEK5 PB1 interaction, increase or decrease. Q99759. 290,000 compounds, 1.4% hits. AID 1529. binding response (% of control), % at 10 µM. bead-based flow cytometry, Alexa488-MEK5 binding to MEKK3; actives lie on both sides; 0 = blocked by unlabeled MEK5, 100 = vehicle;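 active = binding response more than 3 SD above or below the average of its plate-row segment, actives on both sides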;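 also: Alexa488 bead fluorescence after subtracting the streptavidin-only scavenger bead signal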
# V1R ag counter: activates human V1a receptor in oxytocin agonist counter-screen. P37288. CHO-V1R cells, Fluo-8 calcium fluorescence, agonist mode; 0% DMSO, 100% 3 nM vasopressin. activation, % at 3 µM. 320,000 compounds, 0.25% hits;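 active = activation above the mean activation of all tested compounds plus 3 SD, per screening run, cut at about 20% in these data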;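 also: signal is peak over basal fluorescence ratio across a 100 second FLIPR read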
# Target sequence (P37288 whole entry, looked up): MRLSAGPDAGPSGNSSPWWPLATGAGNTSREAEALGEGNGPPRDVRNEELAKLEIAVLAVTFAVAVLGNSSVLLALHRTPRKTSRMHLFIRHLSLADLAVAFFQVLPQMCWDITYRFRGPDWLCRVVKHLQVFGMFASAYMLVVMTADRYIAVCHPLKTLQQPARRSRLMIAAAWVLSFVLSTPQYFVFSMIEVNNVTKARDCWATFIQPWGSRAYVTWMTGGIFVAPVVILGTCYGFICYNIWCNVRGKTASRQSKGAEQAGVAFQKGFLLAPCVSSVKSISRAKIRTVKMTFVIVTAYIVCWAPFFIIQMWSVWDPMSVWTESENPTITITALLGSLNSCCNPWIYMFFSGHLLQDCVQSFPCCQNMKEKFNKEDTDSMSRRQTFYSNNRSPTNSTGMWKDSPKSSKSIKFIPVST
# PHOSPHO1 block: blocks human PHOSPHO1 phosphatase activity; recombinant PHOSPHO1, absorbance phosphatase assay; inhibition, % at 13.3 µM; 290,000 compounds, 1.1% hits; AID 1565; in the data active = inhibition above about 60%
# Target sequence (Q8TCT1 whole entry, looked up): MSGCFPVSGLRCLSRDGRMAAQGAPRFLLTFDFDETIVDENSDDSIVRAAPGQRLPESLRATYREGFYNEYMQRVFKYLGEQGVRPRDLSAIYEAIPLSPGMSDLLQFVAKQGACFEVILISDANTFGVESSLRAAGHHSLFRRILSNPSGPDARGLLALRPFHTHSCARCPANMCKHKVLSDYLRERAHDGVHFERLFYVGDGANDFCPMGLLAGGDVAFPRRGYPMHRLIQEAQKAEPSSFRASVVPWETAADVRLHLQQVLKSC
# MEKK2wt PB1 HTS: raises or lowers MEK5 binding to wildtype human MEKK2 PB1 domain | binding response (% of control), % at 10 µM | 290,000 compounds, 1.1% hits | bead flow cytometry, Alexa488-MEK5 binding to MEKK2 WT; actives lie on both sides | Q9Y2U5; in the data active = binding response below about 67% or above about 130%
# GPR7 antag: antagonists of human GPR7 (neuropeptides B/W receptor 1); GPR7-expressing cells, fluorescence antagonist assay; inhibition, % at 4.4 µM; 290,000 compounds, 1.1% hits; in the data active = inhibition above about 16%, passing the limit was not always enough;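 also: cells stimulated with the agonist NPW; 0% = agonist with vehicle and 100% = vehicle without agonist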
# OXTR ag: activates the human oxytocin receptor; 320,000 compounds, 0.32% hits; activation, % at 3 µM; CHO-OTR cells, Fluo-8 calcium fluorescence; normalized: DMSO 0%, oxytocin 100%; P30559; AID 2435;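 active = activation above the mean of all tested compounds plus 3 SD, cutoff set per screening run, cut at about 20% in these data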;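 also: peak over basal fluorescence ratio from a 100 s FLIPR kinetic read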
# Target sequence (P30559 whole entry, looked up): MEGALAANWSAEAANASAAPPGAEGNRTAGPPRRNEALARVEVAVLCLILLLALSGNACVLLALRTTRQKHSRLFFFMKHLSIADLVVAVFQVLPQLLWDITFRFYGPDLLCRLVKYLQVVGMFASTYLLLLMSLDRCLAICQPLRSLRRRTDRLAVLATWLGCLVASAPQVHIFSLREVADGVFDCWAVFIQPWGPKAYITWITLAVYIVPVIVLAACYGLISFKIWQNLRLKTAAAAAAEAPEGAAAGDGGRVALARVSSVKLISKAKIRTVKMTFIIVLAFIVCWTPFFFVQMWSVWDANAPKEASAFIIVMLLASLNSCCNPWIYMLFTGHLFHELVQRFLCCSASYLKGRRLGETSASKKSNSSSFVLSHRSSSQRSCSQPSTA
# MEKK2 mut-MEK5: signal of MEK5 binding to mutant human MEKK2 PB1 domain. bead flow cytometry, Alexa488-MEK5 binding to MEKK2 mutant. percent response, % at 10 µM. 290,000 compounds, 0.35% hits; in the data active = percent response above about 24%, passing the limit was not always enough; also: inactives centre near 1; some results filed as inactive read as strong as hits; reference of the scale not given here
# Numbers without * were called inactive; · = no result given.
SMILES,NALP1 yeast inh,GalR3 antagonist,MEKK3 PB1 HTS,V1R ag counter,PHOSPHO1 block,MEKK2wt PB1 HTS,GPR7 antag,OXTR ag,MEKK2 mut-MEK5
CCOc1ccc2nc(NC(=O)CN3CCC(n4nnc5cc(F)ccc54)CC3)sc2c1,2,-1,98,2.4,-8,101,-1,-0.7,-1
c1ccc2c(-n3cccn3)cccc2c1,16,-4,106,0.8,3,105,-3,-2.2,8
COc1ccc(N2CCN(C(=O)Cc3nn(C)c(=O)c4ccccc34)CC2)cc1,·,-1,101,4.6,0,102,-9,3.7,0
CCOc1ccc(NC(=S)Nc2ccc(OC(F)(F)F)cc2)cc1,-16,-1,56,0.3,-12,80,12,0.7,6
Cc1ccccc1Nc1nc(N)nc(-c2oc3ccccc3c2C)n1,15,-3,98,-2.0,-10,99,-21,-1.3,-3
CCN(Cc1ccccc1)C(=O)CCNS(=O)(=O)c1cc(Br)cnc1N,-6,-6,98,2.3,-10,99,5,0.3,-4
Cc1cc(C)cc(N2CN=C3SCC(=O)N3C2)c1,28,-9,96,0.4,-10,95,-3,-0.2,-2
COc1ccc(C(=O)NC2CCCc3c2cnn3-c2cccc(C)c2C)c(OC)n1 (configuration not stated),17,4,105,4.8,31,102,7,-0.8,0
CN1CCN(c2ccc(C(CC(N)=O)NC(=O)Cc3cccc4ccccc34)cc2[N+](=O)[O-])CC1 (configuration not stated),18,-3,97,0.7,15,96,-6,-0.1,-4
COc1cccc(NS(=O)(=O)c2ccc3[nH]cc(C(=O)NCCN4CCOCC4)c(=O)c3c2)c1,-1,0,·,1.2,-1,·,4,1.2,·
COc1cccc(N2CCN(c3ncnc4c3[nH]c3ccc(F)cc34)CC2C)c1 (configuration not stated),0,37*,109,10,28,164*,84*,10,21
CN(C)C1NC(=O)c2cc(-c3ccccc3)sc2N1 (configuration not stated),7,-10,83,0.9,15,93,4,1.5,-5
CC1CN(CC(=O)Nc2cccc(C(=O)Nc3cccc(C(F)(F)F)c3)c2)CC(C)O1 (configuration not stated),-16,-6,102,12,-7,108,6,8.3,4
O=C(Cn1cc(C(F)(F)F)ccc1=O)Nc1cc(S(=O)(=O)N2CCOCC2)ccc1Cl,26,3,99,-0.2,-10,99,-8,-0.3,-1
O=C(NC(=S)N1CCN(Cc2ccc3c(c2)OCO3)CC1)c1cccc(Br)c1,27,2,108,0.7,-13,108,1,-1.4,-1
ClC(Cl)(Cl)c1nc2ccccc2n2nncc12,37*,-9,96,-1.3,26,93,-5,-2.0,0
CCOn1c(=O)c(-c2cc3ccccc3o2)[n+]([O-])c2ccccc21,-6,·,96,-1.8,13,82,13,-0.8,-3
c1coc(-c2cc(C3CCNCC3)[nH]n2)c1,-25,-6,104,0.2,8,104,-8,0.8,1
CCCN(C(=O)CCSc1ccc(F)cc1)c1c(N)n(Cc2ccccc2)c(=O)[nH]c1=O,22,0,98,1.4,33,102,4,0.7,1
CN(Cc1ccccc1)C(=O)CSc1nc2c(c(C(F)(F)F)n1)CCc1ccccc1-2,·,-3,96,1.7,·,94,-5,-0.9,-1
CCOC(=O)c1ccc(NC(=O)CN2C(=O)CSCC2=O)cc1,14,-2,132*,1.1,-9,103,-13,1.1,0
CC(C)(C)n1ncc2c(=O)n(CC(=O)NC3CCCCC3)cnc21,15,-3,92,-0.2,-2,90,-7,0.1,-2
COC(=O)C1=C(C)N(Cc2ccccc2)C(=NCC(C)C)N[C@H]1c1ccccc1,3,·,103,4.8,-47,128,47*,8.8,7
Cc1cc(Nc2cccc(F)c2)n2nc(C)nc2n1,-4,2,99,0.1,-7,100,-3,-0.2,-1
CCN(C(=O)CCc1nc(-c2ccc(OC)cc2)no1)c1cc(OC)ccc1OC,7,-3,109,0.5,12,110,-7,-0.7,18
Cc1cccc(NC2=NC(=S)N(CC#N)C23CCCCC3)c1,4,-3,102,-1.2,-20,97,-18,-2.3,2
Oc1ccc(/C=N/NC2=NCCCCC2)cc1,3,-10,85,0.0,-3,90,-12,-0.4,-7
CCC(=O)N1CCN(c2nc(-c3ccc(Cl)cc3)cs2)CC1,-82,-3,107,3.8,-8,103,-9,3.3,2
Cc1ccc(NC(=O)CSCC(=O)N2CCOCC2)cc1,-86,1,103,-0.7,-6,106,-10,1.2,3
N#Cc1ccc(CN2CCN(CC(=O)NCCc3ccc(Cl)cc3Cl)CC2)cc1,-6,-8,103,3.8,19,151*,22*,0.9,28*
C/C(=N\NC(=O)c1c([N+](=O)[O-])c(C)nn1C)c1ccc(NC(=O)C2CCCC2)cc1,-8,0,103,0.5,4,106,-1,-0.1,6
CCOCC(=O)Nc1ccc([N+](=O)[O-])cc1C,-4,-4,90,1.2,15,86,-18,0.3,-10
COc1ccccc1N1CCN(S(=O)(=O)Cc2ccccc2Cl)CC1,13,-6,106,0.8,-12,105,2,0.8,3
COc1ccc(-n2ccnc2SCC(=O)Nc2ccccc2)cc1,33,-7,100,-0.2,-71,100,0,0.6,1
O=C1CN(C(=O)c2cc3ccccc3oc2=O)C(c2ccc(F)cc2)c2cc(F)ccc2N1 (configuration not stated),18,3,96,1.2,-1,91,-2,1.9,-4
COc1ccc(OC)c(NC(=O)CSc2n[nH]c(-c3cccnc3)n2)c1,8,-10,102,1.4,26,101,-5,1.6,-1
COc1ccc(CNC(=O)C2CCN(C(=O)[C@@H]3Cc4ccccc4CN3)CC2)cc1,25,-7,97,-0.5,34,96,10,-1.4,-4
CCOC(=O)C(C)Oc1cccc2c(=O)n(CC(=O)NCCc3ccc(OC)c(OC)c3)ccc12 (configuration not stated),38,·,108,-0.9,-1,106,-8,-1.4,2
O=C(NC1CCCC1)C(c1ccncc1)N(C(=O)c1ccco1)c1ccccc1 (configuration not stated),2,-6,92,-1.4,-10,92,-9,-2.2,-3
c1ccc(-c2nc(NCc3cccnc3)c3oc4ccccc4c3n2)cc1,16,-2,107,-0.3,-7,99,-7,-1.6,0

# Five entries from above, arranged by SMILES length, ascending:
SMILES,NALP1 yeast inh,GalR3 antagonist,MEKK3 PB1 HTS,V1R ag counter,PHOSPHO1 block,MEKK2wt PB1 HTS,GPR7 antag,OXTR ag,MEKK2 mut-MEK5
CCOCC(=O)Nc1ccc([N+](=O)[O-])cc1C,-4,-4,90,1.2,15,86,-18,0.3,-10
COc1ccccc1N1CCN(S(=O)(=O)Cc2ccccc2Cl)CC1,13,-6,106,0.8,-12,105,2,0.8,3
c1ccc(-c2nc(NCc3cccnc3)c3oc4ccccc4c3n2)cc1,16,-2,107,-0.3,-7,99,-7,-1.6,0
COc1ccc(CNC(=O)C2CCN(C(=O)[C@@H]3Cc4ccccc4CN3)CC2)cc1,25,-7,97,-0.5,34,96,10,-1.4,-4
O=C1CN(C(=O)c2cc3ccccc3oc2=O)C(c2ccc(F)cc2)c2cc(F)ccc2N1 (configuration not stated),18,3,96,1.2,-1,91,-2,1.9,-4

# (further entries)
SMILES,NALP1 yeast inh,GalR3 antagonist,MEKK3 PB1 HTS,V1R ag counter,PHOSPHO1 block,MEKK2wt PB1 HTS,GPR7 antag,OXTR ag,MEKK2 mut-MEK5
COc1ccc(NC(=O)c2ccccc2NS(=O)(=O)c2ccc(CNC(C)=O)cc2)c(OC)c1,-2,-9,97,0.9,30,94,-10,0.0,-4
O=C(Nc1cccc(O)c1)c1cccc(S(=O)(=O)Nc2cccc(O)c2)c1,10,-10,105,-0.1,14,103,-16,0.3,3
O=Cc1c(Cl)[nH]c(=O)n1-c1ccccc1,-4,1,107,·,16,96,-3,·,-27
Cc1cc(C)cc(NC(=O)C2CCN(C(=O)[C@@H]3Cc4ccccc4CN3)CC2)c1,22,-2,92,4.8,30,103,9,4.7,-5
CN(Cc1cccc2cnccc12)C(=O)CCc1nnc(CCc2ccccc2)o1,8,0,87,3.3,44,87,-8,1.5,-10
O=C(CSc1ncnc2c1nnn2Cc1ccccc1F)N1CCN(c2ccccc2)CC1,12,-3,96,·,-4,98,-4,·,0
COc1ccc(O)c(/C=N/NC(=O)c2ccc(OCc3cccc(Br)c3)cc2)c1,-7,-6,105,-0.1,26,91,-21,0.6,0
CC1(C)CC(=O)C/C(=N\NC(=O)CCc2ccc(S(=O)(=O)N3CCOCC3)cc2)C1,14,5,102,3.2,0,97,-2,0.9,-6
O=C(COC(=O)c1cc(S(=O)(=O)N2CCCCC2)ccc1N1CCOCC1)NC1CCS(=O)(=O)C1 (configuration not stated),-6,0,100,1.3,16,100,-8,0.9,0
O=c1[nH][nH]c(-c2ccccc2O)c1C(C[N+](=O)[O-])c1ccccc1 (configuration not stated),·,-3,108,1.7,-1,102,-5,-0.7,-1
Cc1ccc(-n2ncc3c2CCCC3NC(=O)c2ocnc2C)cc1C (configuration not stated),0,101*,101,11,-4,102,2,8.6,3
O=C(Nc1ccccc1C(=O)N/N=C/c1ccco1)c1ccccc1Cl,1,-5,109,-0.7,20,100,14,-2.6,-2
CC(=O)Nc1cccc(NC(=O)Nc2ccc(F)cc2F)c1,-6,-6,90,1.0,6,84,9,-0.2,-13
Cc1ccc2cc(CCNS(=O)(=O)c3ccc(Br)cc3)c(=O)[nH]c2c1C,-3,-7,99,14,32,98,-13,4.6,-7
O=C(Nc1cccnc1)c1c(F)cccc1F,34,-7,100,-0.2,24,105,-4,-0.2,7
Cc1nc2ccccc2c(=O)n1N(c1ccccc1)c1ccccc1,3,1,73,-1.3,43,77,-2,-1.9,-10
CCN(CC)S(=O)(=O)c1cccc(-c2nnc(SCC(=O)NC3CCCC3)n2N)c1,6,4,99,1.9,-40,103,-7,-0.3,-4
COc1ccc(S(=O)(=O)N2CCCC(C(=O)NC3CCCC3)C2)cc1OC (configuration not stated),-9,-7,103,2.2,39,103,-10,2.0,1
CCOC(=O)c1nc(C)n(-c2ccc(Cl)cc2)n1,27,-5,101,-0.2,-30,101,-2,-0.7,2
COc1ccc(C(=O)NCCc2nnc3ccc(SCC(=O)Nc4ccccc4)nn23)cc1,17,0,103,-0.1,40,100,-14,1.0,-2
O=C(NCc1ccco1)C(c1ccc(F)cc1)N(Cc1cccnc1)C(=O)Cn1nnc2ccccc21 (configuration not stated),9,2,97,-0.7,12,100,-14,0.0,-1
COc1cccc(-c2cn(C[C@H]3CC[C@@H]([C@@H]4CC[C@H](Cn5cc(-c6cccc(OC)c6)nn5)O4)O3)nn2)c1,-16,-4,99,0.7,-30,97,12,2.6,-6
COc1cccc(CN2CC(C(=O)NCCc3ccc(C)o3)CCC2=O)c1 (configuration not stated),3,-1,100,·,26,98,-7,·,0
Cc1cc(C)n(-c2nncc(-c3ccccc3)n2)n1,-5,-2,102,-0.4,-6,105,10,-1.1,5
CCOc1cc(/C=C2/C(=N)N3C=CSC3=NC2=O)ccc1OCCCOc1ccccc1C,-3,-9,103,-1.2,-12,98,-2,-1.7,1
COc1ccc(-n2nc(C(=O)NCC(=O)N3CCC(C)CC3)c3ccccc3c2=O)cc1Cl,13,-5,100,-0.3,23,92,8,-2.0,-7
CCOC(=O)c1sc(NC(=O)C(CC)OC(=O)C(CC(C)C)NC(=O)c2ccccc2)nc1C (configuration not stated),-1,-4,92,1.1,24,90,-4,0.4,0
COc1ccc(CCNC(=O)C2CCCN(Cc3nc(-c4cccc(Cl)c4)oc3C)C2)cc1OC (configuration not stated),20,-3,102,7.2,20,107,-15,13,4
Cc1oc(C(C)(C)C)cc1C(=O)Nc1ccc2c(c1)OCO2,8,-5,102,-1.0,19,101,-2,-4.0,3
COc1ccc(NC(=O)c2ccc(OC(=S)N(C)c3ccc(OC)cc3)cc2)cc1,-1,-2,98,1.1,42,100,-6,0.1,1

# High-throughput results deposited in PubChem by several laboratories.
